Assay outcomes: PubChem, several laboratories
Hck Nef HTS: human Hck-Nef kinase inhibition; 220,000 compounds, 0.68% hits; AID 463187; Recombinant Hck-YEEI plus Nef, Z-Lyte FRET kinase assay; inhibition, % at 20 µM; P08631;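 active = Hck-Nef kinase inhibition above about 50%, limit read from the data; inactive = inhibition below that limit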;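 also: 0% = DMSO with Hck plus Nef and 100% = Hck alone without Nef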
Runt-CBFb FRET: inhibitors of human RUNX1 Runt domain binding to CBFb | Q01196+Q13951 | Cerulean-Runt/Venus-CBFb FRET ratio 530/480, 1 h | inhibition, % at 20 µM | 220,000 compounds, 0.46% hits | AID 1496;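 active = inhibition over about 50% at 20 µM in the single-dose screen, limit read from the data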;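 also: 0% = DMSO wells and 100% = excess unlabeled CBFb competitor control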
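Assay system: Cerulean-tagged RUNX1 Runt domain (FRET donor) fusion protein / Amount: 100 nM each of Venus-CBFb and Cerulean-Runt domain / Medium: Tris buffer pH 7.5 with salts and BSA / Also added: Venus-CBFb 100 nM / Schedule: 1 h complex formation plus 1 h compound treatment, room temperature / Signal: FRET fluorescence / Read-out: loss of energy transfer signal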
Wee1 degr inh: inhibitors of human Wee1 degradation. HeLa Luc-Wee1K328M stability, luciferase luminescence; 100% = proteasome inhibitor MG132 effect. reporter increase, % at 5 µM. 220,000 compounds, 1.2% hits;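 active = activation above the mean of all tested compounds plus 3 SD, set per screening run, cut at about 8.8% in these data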;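 also: cells exposed to compound for 20 h before luminescence read; 0% = DMSO alone and 100% = MG132 at 30 µM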
FXIa inh 1536: factor XIa (human) inhibition; purified FXIa, Boc-Glu-Ala-Arg-AMC fluorogenic substrate; inhibition, % at 5 µM; 220,000 compounds, 0.14% hits; AID 798;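 active = inhibition of at least 40%; inactive = inhibition below 40%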;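 also: fluorescence of freed AMC excited at 355 nm; 0% = enzyme without compound and 100% = no enzyme blank; many of its hits are not listed in these tables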
Target sequence (P03951 19-387 limits assumed): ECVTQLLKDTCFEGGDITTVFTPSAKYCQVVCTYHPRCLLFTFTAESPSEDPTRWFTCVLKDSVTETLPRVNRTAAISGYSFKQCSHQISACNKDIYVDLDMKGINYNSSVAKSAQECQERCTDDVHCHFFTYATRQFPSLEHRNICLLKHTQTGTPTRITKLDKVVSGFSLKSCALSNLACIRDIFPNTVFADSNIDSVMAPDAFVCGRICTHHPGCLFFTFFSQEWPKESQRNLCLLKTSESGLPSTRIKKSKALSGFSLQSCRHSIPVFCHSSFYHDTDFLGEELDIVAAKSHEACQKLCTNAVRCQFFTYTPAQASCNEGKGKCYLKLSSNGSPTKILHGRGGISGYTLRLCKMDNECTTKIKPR
Target sequence (P03951 388-625 limits assumed): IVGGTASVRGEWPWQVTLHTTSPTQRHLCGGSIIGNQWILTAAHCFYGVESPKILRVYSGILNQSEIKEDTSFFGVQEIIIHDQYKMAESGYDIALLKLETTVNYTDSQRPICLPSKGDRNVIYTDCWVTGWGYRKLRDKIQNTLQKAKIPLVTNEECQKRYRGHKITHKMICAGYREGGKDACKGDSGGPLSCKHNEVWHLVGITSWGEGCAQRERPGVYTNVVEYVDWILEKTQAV
14-3-3 Bad inh: disrupts binding of bovine 14-3-3 zeta to phospho-Bad peptide | 220,000 compounds, 0.71% hits | inhibition, % at 21.7 µM | TR-FRET 14-3-3zeta/Dy647-pBad peptide displacement, 1 h | P63103;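 active = inhibition above about 70%, limit read from the data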;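 also: 0% = full 14-3-3 plus peptide FRET controls and 100% = background without 14-3-3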
Target sequence (P63103 whole entry, looked up): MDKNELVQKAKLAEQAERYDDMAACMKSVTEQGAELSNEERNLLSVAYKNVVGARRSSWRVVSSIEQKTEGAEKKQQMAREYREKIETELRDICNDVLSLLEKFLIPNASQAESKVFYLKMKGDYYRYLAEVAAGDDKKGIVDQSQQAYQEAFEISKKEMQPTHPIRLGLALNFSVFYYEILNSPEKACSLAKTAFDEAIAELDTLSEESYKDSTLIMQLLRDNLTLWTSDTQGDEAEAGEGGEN
Thrombin inh: thrombin (human) inhibition | inhibition, % at 5 µM | 220,000 compounds, 0.26% hits | AID 1046 | alpha-thrombin, Boc-VPR-AMC fluorogenic substrate cleavage | P00734;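 active = inhibition at or above 40%; inactive = inhibition below 40%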;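 also: 0% = enzyme with no compound and 100% = wells without enzyme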
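Test system: human alpha-thrombin; medium: pH 7.5 Tris-saline with Tween 20; times: reaction at room temperature; signal: AMC fluorescence at 355 nm excitation and 460 nm emission; also added: Boc-VPR-AMC substrate, 15 µM final; dosing: one concentration per compound, 5 µM, with 0.2% DMSO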
Runt-SMMHC FRET: inhibitors of human RUNX1 Runt domain binding to CBFb-SMMHC; AID 1434; Cerulean-Runt/Venus-CBFb-SMMHC FRET ratio 530/480, 1 h; Q01196+Q13951; 220,000 compounds, 0.74% hits; inhibition, % at 20 µM;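 active = mean inhibition across duplicate retests at 20 µM reaching about 50%, limit read from the data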;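 also: 0% = DMSO wells and 100% = wells with excess untagged CBFb-SMMHC; inhibitors lower the FRET ratio by blocking Runt binding to CBFb-SMMHC; some results filed as inactive read as strong as hits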
hK5 inh: kallikrein 5 (human) inhibition | Q9Y337 | recombinant hK5, fluorogenic AMC substrate cleavage | inhibition, % at 5 µM | 210,000 compounds, 0.59% hits | AID 873;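 active = inhibition of 40% or more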;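 also: 0% = enzyme controls without compound and 100% = no-enzyme blanks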
Target sequence (Q9Y337 67-293 limits assumed): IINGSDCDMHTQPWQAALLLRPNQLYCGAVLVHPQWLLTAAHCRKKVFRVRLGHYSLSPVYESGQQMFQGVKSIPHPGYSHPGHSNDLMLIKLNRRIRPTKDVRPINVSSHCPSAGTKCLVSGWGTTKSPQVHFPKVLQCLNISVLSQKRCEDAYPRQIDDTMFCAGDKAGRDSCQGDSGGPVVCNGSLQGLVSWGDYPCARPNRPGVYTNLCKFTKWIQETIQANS
FXIIa inh 1536: blocks human coagulation factor XIIa protease activity; P00748; purified FXIIa, Boc-QGR-AMC fluorogenic substrate, 2 h; inhibition, % at 5 µM; 220,000 compounds, 0.3% hits; AID 800; in the data active = inhibition above about 40%;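 also: 0% = enzyme with no compound and 100% = blank without enzyme; many of its hits are not listed in these tables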
Starred values were filed as active, the others as inactive; x = no result given; [ ] = remark or other dose. The order is random (roughly 4.2% active in at least one column).

SMILES	Hck Nef HTS	Runt-CBFb FRET	Wee1 degr inh	FXIa inh 1536	14-3-3 Bad inh	Thrombin inh	Runt-SMMHC FRET	hK5 inh	FXIIa inh 1536
CCOC(=O)/C(C#N)=C1\SS/C(=C(/C#N)C(=O)OCC)S1	-29.4	40.1	1.3	-1.5	-4.3	-2.0	32.1	-2.1	10.7
Cn1c(C(=O)NCCc2ccsc2)cc2c(=O)n(C)c3ccccc3c21	4.5	-0.9	-1.4	9.0	-6.7[fluorescence artefact?]	0.1	1.5	-4.3	17.9
Cn1nc(C(=O)Oc2cc(=O)n(C)c3ccccc23)c2ccccc2c1=O	4.6	1.7	-1.0	-0.5	-2.5	2.1	-0.5	3.6	x
CCCCc1nc(NCCN)c(C#N)c2c1CSC(C)(C)C2	-1.4	-0.8	1.3	-1.2	5.0[fluorescence artefact?]	-8.5	0.9	-30.9	-2.6
C/C(=N\NC(=S)Nc1ccccc1)C1Cc2ccccc2C(=O)O1 (centres undefined)	18.6	8.0	-0.1	-0.7	-0.3	-3.2	-3.9	-0.1	2.2
CC(C)CCn1c(COc2ccccc2)n[nH]c1=S	32.6	4.4	8.8	-1.7	-11.8	-4.7	6.8	2.1	7.3
CC1=CC(C)(C)N2C(=O)C3(C(C#N)=C(N)OC4=C3C(=O)CCC4)c3c(C)c(C)cc1c32 (centres undefined)	-0.5	1.3	3.0	2.9	-3.8	6.5	-1.7	-12.3	15.4
CCC(Sc1nc2n[nH]c(C)c2c(=N)n1-c1cccc(Cl)c1C)C(=O)N(CC)CC (centres undefined)	-0.4	-2.2	-0.2	3.3	9.5	2.5	-13.5	1.8	13.0
CCCCNC(=O)CC1N=C2c3ccccc3N=C(SCC(=O)Nc3cccc(OC)c3)N2C1=O (centres undefined)	6.2	-3.3	-0.6	-5.2	1.0	-2.6	-3.5	-4.2	9.0
CCC(CC)C(=O)OCC(=O)NC12CC3CC(CC(C3)C1)C2	-1.4	-2.6	1.6	-21.9	11.1	1.0	1.4	10.0	7.8
S=c1nc[nH]c2c1ncn2C1CCCC1	6.0	32.9	4.7	2.0	-2.3	-5.6	3.2	-8.3	2.8
O=C1c2ccccc2C(=O)N1CSc1nnc2c3ccccc3n(CCc3ccccc3)c2n1	-21.6	1.8	3.8	0.2	-17.9	2.0	-0.7	4.2	14.2
CC1=NN(c2ccccc2)C(=O)/C1=C\c1cc(C)n(-c2ccccc2)c1C	-1.2	-3.4	-1.0	-2.9	-1.9	-4.8	-4.5	7.7	6.5
CS(=O)(=O)N(CC(O)Cn1c2ccccc2c2ccccc21)c1ccccc1 (centres undefined)	-0.3	-2.2	0.1	6.0	-3.8	-4.2	0.2	-16.1	15.3
Cc1cccc2c1N(CCOc1ccccc1Cl)C(=O)C2=O	1.0	-4.3	-0.3	6.1	-0.6	3.3	-1.5	-13.7	11.4
COc1ccc(OCC(O)CON2C(=O)c3ccccc3C2=O)cc1 (centres undefined)	1.3	-0.8	-3.9	-7.6	1.1	-8.1	2.1	-4.2	-10.6
CC1CCCCN1C(=O)CSc1nc(-c2ccccc2)cn1N (centres undefined)	12.6	-0.2	-2.0	-3.0	-10.1	-5.7	-6.7	-3.3	11.2
O=CN1CCN(C(C(=O)NC2CCCC2)c2ccc(Cl)cc2)CC1 (centres undefined)	1.0	0.4	-0.1	-2.7	-3.0	0.6	-0.5	-16.5	5.8
Cc1sc(NC(=O)CN(C)C2CCCCC2)nc1-c1ccc2c(c1)CCN2S(=O)(=O)c1ccccc1	10.1	-0.4	-2.2	5.0	-9.9	21.4	-5.8	42.6*	14.4
COc1ccccc1CNC(=S)NC1CCCCC1	21.3	-1.7	-0.4	-6.7	-2.4	-26.1	-1.2	-1.0	6.9
COc1ccc2cc(/C(C)=N/NC(=O)c3cc(-c4cccnc4)nc4ccccc34)ccc2c1	3.0	-2.7	-0.6	6.6	2.9	-1.4	-7.0	-11.7	16.2
Cc1ccc(S(=O)(=O)N2CCOCC2)cc1N/N=C(\C#N)c1nc2ccccc2[nH]1	0.7	-2.4	-2.7	6.4	-2.6	-0.8	-10.7	-1.8	12.8
CCOC(=O)C1(Cc2ccccc2C(F)(F)F)CCN(C(=O)c2cc(C)n(C)n2)CC1	18.9	x	1.8	-3.9	-11.5	-12.9	x	-3.1	3.4
Cc1occc1C(=O)N/N=C/C=C/c1ccccc1[N+](=O)[O-]	-25.3	-1.0	0.9	-6.4	-12.0	-5.3	-0.9	-9.0	1.3
NC(=O)N=Nc1c(O)[nH]c2ccc([N+](=O)[O-])cc12	8.9	2.6	3.2	0.1	3.8	-12.2	-4.4	-3.2	1.4

More records follow:
SMILES	Hck Nef HTS	Runt-CBFb FRET	Wee1 degr inh	FXIa inh 1536	14-3-3 Bad inh	Thrombin inh	Runt-SMMHC FRET	hK5 inh	FXIIa inh 1536
NS(=O)(=O)c1cnccc1Nc1ccc(Cl)cc1	0.9	0.7	-1.2	0.1	-6.3[fluorescence artefact?]	-4.3	1.6	-14.1	13.6
O=C(Nc1cccc2ccccc12)c1cnsn1	21.2	-1.8	-1.1	-4.2	-6.8	-5.8	-2.8	0.1	5.7
S=C(CN1CCCC1=S)NCCc1ccccc1	-9.4	0.8	5.3	3.5	0.3	-1.2	2.0	0.8	5.5
C=CCn1c(-c2csc(-c3ccc(Cl)cc3)n2)n[nH]c1=S	3.4	5.0	-0.4	0.7	-1.7	-7.5	0.2	-2.7	13.2
Cc1cc(C)cc(NC(=O)c2ccc(CSc3nnc(C)s3)cc2)c1	100.6*	-6.3	-0.3	-6.8	-0.9	-6.4	-6.0	-11.5	1.0
O=C(NCc1ccco1)C1CCCN(S(=O)(=O)Cc2ccccc2)C1 (centres undefined)	-2.2	0.6	-2.1	1.9	4.1	-1.4	-7.1	-11.4	13.3
COc1ccc(C(=O)Nc2ccccc2C(=O)NC(Cc2ccc(O)cc2)C(=O)NNC(=O)c2ccncc2)cc1 (centres undefined)	25.6	1.1	-0.6	-0.3	-14.1	4.5	-4.9	9.7	5.6
CC(/C=C/c1ccccc1)=N\NC(=O)C1CC1(C)c1ccccc1 (centres undefined)	-7.9	-3.1	-0.7	-3.4	-1.3	-4.7	-1.3	1.1	4.8
Cn1c(CNC(=O)c2ccccc2F)nnc1SCC(=O)N1CCN(c2ccccc2)CC1	1.6	-0.1	-0.8	-9.3	-5.5	-4.2	1.5	-8.8	5.4
COc1cccc(-c2nnc(N(C)C(=O)c3ccno3)s2)c1	-0.7	2.9	0.1	9.3	-2.2	5.8	-2.3	39.2	9.6
CC(C)(CS(=O)(=O)[O-])NC(=O)CC[N+](C)(C)CCO	-0.8	-1.0	-1.5	-5.8	-5.7[fluorescence artefact?]	-3.2	-0.5	-2.1	7.7
O=C(Cc1cccc(C(F)(F)F)c1)NCc1ccc(Cl)cc1Cl	-0.4	-0.2	0.2	0.4	1.7	-16.4	-3.7	-1.9	3.2
COc1ccc(C(C)=O)cc1CSc1nnc(Nc2ccccc2)s1	1.1	-0.6	-0.7	5.8	-12.6[fluorescence artefact?]	-7.2	4.2	-19.0	3.9
COc1ccc(/C=N/NC(=O)c2cccnc2)cc1COc1ccc([N+](=O)[O-])cc1	17.6	1.5	1.7	1.7	-2.9	2.2	-5.0	-0.2	10.1
COc1cc(OC)cc(-c2n[nH]c(=S)n2-c2cc(OC)ccc2OC)c1	1.0	1.5	3.8	0.2	2.3	-2.2	7.9	11.4	-5.0
Cn1c(=O)c2c(nc(NCC3CCCO3)n2C)n(C)c1=O (centres undefined)	0.6	1.4	-1.3	-2.6	x	-6.0	0.8	1.1	9.7
O=C(CCC(=O)N(c1cccc(F)c1)C(C(=O)NC1CCCC1)c1ccncc1)Nc1cccnc1 (centres undefined)	-4.6	0.2	3.8	-4.6	-2.6	-4.5	-2.9	-20.3	8.8
CCOC(=O)C1=NOC2C(=O)N(c3ccc(Cl)cc3Cl)C(=O)C12 (centres undefined)	9.4	0.6	-0.2	-1.4	-6.7	-4.5	1.7	-4.3	8.8
Cc1cccc(CC2CC(=O)N(c3nc4ccccc4s3)C2=O)c1 (centres undefined)	17.6	2.0	-2.1	-3.7	-5.6	-8.3	-6.2	2.4	2.1
CCOC(=O)c1c(N)c(C#N)nn1-c1ccccc1C(=O)OC	6.1	0.4	-0.1	-8.6	9.0	1.5	2.3	-9.4	12.9
Cc1cc(C)c(OCC(=O)Nc2cc(C(=O)O)cc(C(=O)O)c2)cc1C	27.9	0.0	-0.9	-0.7	-2.7	-4.8	-3.4	4.7	4.3
CC(=O)/C=C/c1ccc2ccccc2n1	0.9	0.5	3.1	-5.4	-12.4	-3.8	-1.1	0.2	10.2
CC(=O)N1CCN=C1SCc1ccccc1F	-2.0	1.9	2.4	6.4	3.0[fluorescence artefact?]	-0.2	1.5	2.5	19.1
Cc1nn(C)c(C)c1NC(=O)c1ccccc1NC(=O)Nc1ccccc1	12.4	1.5	-1.4	10.0	0.0	0.4	1.9	2.3	4.2
O=C(NCCCCCCOC1=NS(=O)(=O)c2ccccc21)C(=O)Nc1ccccc1	24.7	-2.7	1.0	-0.4	16.9	-3.2	-2.0	1.1	14.7

Three of the entries above in order of their number in hK5 inh, rising.
SMILES	Hck Nef HTS	Runt-CBFb FRET	Wee1 degr inh	FXIa inh 1536	14-3-3 Bad inh	Thrombin inh	Runt-SMMHC FRET	hK5 inh	FXIIa inh 1536
Cc1cc(C)cc(NC(=O)c2ccc(CSc3nnc(C)s3)cc2)c1	100.6*	-6.3	-0.3	-6.8	-0.9	-6.4	-6.0	-11.5	1.0
CC(/C=C/c1ccccc1)=N\NC(=O)C1CC1(C)c1ccccc1 (centres undefined)	-7.9	-3.1	-0.7	-3.4	-1.3	-4.7	-1.3	1.1	4.8
COc1ccc(C(=O)Nc2ccccc2C(=O)NC(Cc2ccc(O)cc2)C(=O)NNC(=O)c2ccncc2)cc1 (centres undefined)	25.6	1.1	-0.6	-0.3	-14.1	4.5	-4.9	9.7	5.6

(continued)
SMILES	Hck Nef HTS	Runt-CBFb FRET	Wee1 degr inh	FXIa inh 1536	14-3-3 Bad inh	Thrombin inh	Runt-SMMHC FRET	hK5 inh	FXIIa inh 1536
CC(=O)Nc1ccc(C(=O)OC2CCCCC2=O)cc1 (centres undefined)	1.9	1.1	2.0	-7.6	3.3	-7.8	0.6	-9.0	9.5
Cn1cc(Br)c(C(=O)Nc2c(F)c(F)c(F)c(F)c2F)n1	1.6	-2.8	-0.6	2.8	-13.8	-4.8	-1.0	-18.6	6.6
Cc1cc(C)c(OCC(=O)N/N=C/c2ccco2)c(C)c1	1.8	1.5	0.4	1.2	-6.5	3.2	2.6	-10.0	8.0
CCN(C)Cc1c(C(=O)N2CCc3ccccc3C2)nc2ccc(Cl)cn12	3.4	-1.8	-2.5	-4.4	-1.1	-4.6	1.5	x	5.4
COC(=O)C1=C(N)Oc2c(oc(CO)cc2=O)C1c1ccccc1F (centres undefined)	0.7	-0.9	-2.7	-13.5	0.3	-5.7	-4.5	-7.5	-10.0
c1cc2c(c(NCc3ccncc3)c1)CCCC2	2.8	1.5	-0.1	-5.5	-17.2	-3.3	-8.3	-6.1	8.3
COc1ccc(C)cc1NC(=O)CSc1nnc(COc2ccccc2)n1Cc1ccco1	2.1	0.2	-1.8	6.6	-4.4	18.4	-4.8	35.3	28.3
